Bioassay records as filed in PubChem.
UPR XBP1 act = activators of adaptive XBP1 UPR arm, primary screen, cell-based, CHO-XBP1 luciferase reporter, luminescence, uHTS; activation, % at 20 µM; IRE1-XBP1 UPR activation; percent of tunicamycin response, DMSO as zero; 330,000 compounds, 0.33% hits; AID 463104, 2010;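 active = versus positive control, 20 µM dose yields 30% or more activation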;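 also: 100% = tunicamycin at 10 µg/mL and 0% = DMSO only wells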
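assay system = CHO-XBP1 luciferase reporter cells | amount = 1000 cells/well | buffer or medium = F12 plus 10% FBS | compound dosing = single point, 20 µM final compound, 1% DMSO | incubation = 16-18 h cell attachment at 37 °C, then 6 h compound exposure | detection = Steady-Glo luminescence read | controls = tunicamycin 10 µg/mL and vehicle-only wells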
Mdm2 MdmX PPI = inhibitors of human Mdm2-MdmX association, primary screen, cell-based, luminescence, split luciferase, SaOS-2, uHTS; Protein Mdm4 (Homo sapiens) + E3 ubiquitin-protein ligase Mdm2 (Homo sapiens), …; SaOS-2 split-luciferase Mdm2/MdmX complementation; inhibition, % at 8 µM; 330,000 compounds, 3% hits;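 active = inhibition of at least 50% at 8 µM in the primary screen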
CCR6 antag = CCR6 receptor antagonists, primary screen, cell-based, CHO-K1, luminescence, beta-arrestin, uHTS | CHO-K1 CCR6 PathHunter beta-arrestin, CCL20-stimulated | 340,000 compounds, 0.49% hits | inhibition, % at 20 µM | C-C chemokine receptor type 6 (Homo sapiens), P51684;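 active = compounds whose inhibition of the agonist-driven luminescence signal at 20 µM reaches about 50%, limit read from the data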;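 also: cells stimulated with CCL20 at 14 nM final; plate controls were DMSO with CCL20 for no effect and DMSO without agonist for full effect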
Target sequence (P51684 whole entry, looked up): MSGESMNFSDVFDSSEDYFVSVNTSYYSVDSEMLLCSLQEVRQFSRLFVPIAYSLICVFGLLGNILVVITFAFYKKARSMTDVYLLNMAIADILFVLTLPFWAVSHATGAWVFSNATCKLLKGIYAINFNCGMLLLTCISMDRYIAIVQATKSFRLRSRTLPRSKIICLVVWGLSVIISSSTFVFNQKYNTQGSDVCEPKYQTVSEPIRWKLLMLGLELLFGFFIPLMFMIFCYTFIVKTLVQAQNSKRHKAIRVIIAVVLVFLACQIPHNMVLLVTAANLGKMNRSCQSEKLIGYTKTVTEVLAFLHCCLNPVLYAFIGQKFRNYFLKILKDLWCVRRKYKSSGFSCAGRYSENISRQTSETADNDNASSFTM
APJ ag = agonists of human apelin receptor APJ, primary screen, CHO-K1 cells, PathHunter beta-arrestin, luminescence. 0% DMSO wells, 100% apelin. activation, % at 20 µM. 330,000 compounds, 0.11% hits;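 active = activation more than six SD over the plate average, tested at 20 µM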;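 also: 0% = DMSO alone and 100% = apelin-13 at 10 nM; some results filed as inactive read as strong as hits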
Target sequence (P35414 whole entry, looked up): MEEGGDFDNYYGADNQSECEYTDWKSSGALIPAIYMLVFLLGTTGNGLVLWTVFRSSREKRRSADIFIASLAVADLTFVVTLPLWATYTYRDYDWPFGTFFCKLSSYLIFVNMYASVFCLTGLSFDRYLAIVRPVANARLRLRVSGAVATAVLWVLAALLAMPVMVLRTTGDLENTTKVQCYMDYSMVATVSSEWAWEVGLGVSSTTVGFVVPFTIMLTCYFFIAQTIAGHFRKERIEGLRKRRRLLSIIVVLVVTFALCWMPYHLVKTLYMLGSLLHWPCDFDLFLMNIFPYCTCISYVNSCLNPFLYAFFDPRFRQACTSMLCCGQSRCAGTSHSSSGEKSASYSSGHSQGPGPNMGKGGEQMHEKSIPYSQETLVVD
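Material: engineered CHO-K1 APJ arrestin reporter cells; amount: 1000 CHO-K1 reporter cells seeded per well; incubation: compound stimulation 90 min at 25 °C, detection 60 min; signal: luminescent beta-gal fragment complementation, chemiluminescent substrate; read-out basis: APJ agonist activity; controls: DMSO-only wells as negative, 10 nM Apelin-13 as positive control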
EBI2 block = EBI2 receptor antagonists, beta-arrestin recruitment, primary screen, cell-based, luminescence, 7a,25-OHC stimulation, uHTS; G-protein coupled receptor 183 (Homo sapiens), P32249; 7a,25-OHC stimulated; inhibition, % at 5 µM; 360,000 compounds, 0.81% hits; AID 651636, 2012; in the data active = inhibition above about 38%;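 also: enzyme fragment complementation signal reports receptor beta-arrestin coupling in cells; 0% = agonist plus DMSO wells and 100% = wells without agonist; some results beyond the cut were filed as inactive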
APJ antagonist = antagonists of human apelin receptor APJ, primary screen, CHO-K1 cells, beta-arrestin complementation, luminescence. P35414. inhibition, % at 20 µM. 330,000 compounds, 0.32% hits;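 active = inhibition above about 40% at 20 µM, limit read from the data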;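 also: cells challenged with 10 nM apelin-13 agonist together with compound; plate controls were apelin-13 plus DMSO wells for no effect and DMSO wells lacking apelin-13 for full effect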
CHOP UPR activ = activators of apoptotic CHOP UPR arm, primary screen, cell-based, CHO-CHOP luciferase reporter, luminescence, uHTS; UPR activation; percent of tunicamycin response over DMSO baseline; activation, % at 10 µM; 330,000 compounds, 0.34% hits;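 active = at 10 µM dose, activation of 40% or more, normalized to positive control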;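 also: 100% = tunicamycin at 10 µg/mL and 0% = DMSO alone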
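Test system: CHO-CHOP cells, stable luciferase reporter of PERK-eIF2a-CHOP signalling | Quantity: 500 CHO-CHOP cells per well | Buffer or medium: F12 plus 10% serum | Compound dosing: 10 µM single point, 0.5% DMSO | Schedule: 6 h compound treatment, 37 °C | Signal: Luciferase luminescence | Control set: Tunicamycin high control, DMSO low control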
tim23-1 inh = growth inhibitors of tim23-1 mutant yeast, primary screen, luminescence, uHTS | S. cerevisiae tim23-1 growth, BacTiter-Glo luminescence, 24 h | inhibition, % at 20 µM | 330,000 compounds, 1.3% hits | AID 463212, 2010;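 active = growth inhibition of the mutant yeast at or above 50%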;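 also: temperature-sensitive mutant grown at 25 °C; plate controls were DMSO-treated mutant yeast for no effect and medium wells lacking yeast for full effect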
CXCR6 block = CXCR6 receptor inhibitors, primary screen, cell-based, beta-arrestin, luminescence, CHO-K1 PathHunter, 1536-well; C-X-C chemokine receptor type 6 (Homo sapiens), O00574; inhibition, % at 20 µM; 360,000 compounds, 0.36% hits; AID 602244, 2012; in the data active = inhibition above about 34%, passing the limit was not always enough;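 also: antagonist mode with CXCL16 agonist at 10 nM final; 0% = 10 nM CXCL16 with DMSO and 100% = unstimulated wells without agonist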
The depositor's hits bear a star; . = no result given.

SMILES	UPR XBP1 act	Mdm2 MdmX PPI	CCR6 antag	APJ ag	EBI2 block	APJ antagonist	CHOP UPR activ	tim23-1 inh	CXCR6 block
CCOc1ccc(NS(=O)(=O)c2ccc3[nH]cc(C(=O)NC(C)CC)c(=O)c3c2)cc1 (stereo not given)	-1	-1	0	7	11	-23	1.9	4	6
COc1ccc(C(=O)NCCSCc2ccccc2Cl)cc1OC	-3	13	17	-1	0	10	0.1	18	-1
COc1ccc(/C=N/NC(=O)c2cc(C)oc2C)cc1OC	-2	23	10	0	9	12	-0.4	-13	-1
O=C(CN1C(=O)C2CCCCC2C1=O)Nc1cc([N+](=O)[O-])ccc1F (stereo not given)	-2	-15	-1	-3	-4	13	-0.5	-3	-3
Oc1ccc(/C=N/Nc2ccc(Cl)nn2)c(O)c1O	0	10	7	1	-3	-48	0.2	12	-9
CC1=C(C)C(=O)N(C(C)CCc2ccccc2)C1=O (stereo not given)	-2	24	3	-2	-2	22	-1.2	10	6
CC(C)/C=N/NC(=O)c1ccc(Cl)cc1	4	-4	4	-2	-13	-10	0.7	10	-4
COc1ccc(C2/C=C\CN(C(=O)c3ccccc3)CC(=O)N2Cc2cccc(F)c2)cc1 (stereo not given)	-2	-7	27	.	4	.	0.2	59*	-4
COc1cc(C(c2c(C)[nH][nH]c2=O)c2c(C)[nH][nH]c2=O)ccc1OCc1ccc([N+](=O)[O-])cc1	3	-39	19	0	13	9	5.8	21	-5
N#Cc1ccc(Oc2ccc(C(N)=O)cc2)cc1C#N	-2	-25	-7	2	-1	1	-0.4	6	-6
Cc1nn(-c2ccccc2)nc1C(=O)Nc1ccc2[nH]ncc2c1	-3	38	5	-2	11	20	-0.2	-3	-19
Cc1ccc2c(c1)C(=O)N(CCCCO)C2=O	-3	6	13	1	-6	2	-0.2	-17	-3
CCNC(=O)c1c(O)c2c([nH]c1=O)CCCC2	-1	11	1	-3	8	7	1.4	-7	-4
COC(=O)CCCC(=O)N1CCC(CO)(CCc2ccccc2)CC1	-3	14	12	0	-11	3	-0.7	15	-4
COc1ccccc1/C=C1\SC(=S)N(CCC(=O)Nc2nnc(C)s2)C1=O	1	31	18	1	-4	-5	1.1	4	2
Cc1noc(/C=C/N(C)C)c1S(=O)(=O)N1CCCC(C(=O)Nc2ccc(F)cc2F)C1 (stereo not given)	-3	12	-3	1	-6	6	9.3	20	0
O=S(=O)(Nc1ccccc1)c1ccc(-c2cnc(C3CC3)o2)cc1	-6	49	11	5	-3	-2	-2.4	34	3
Cn1c(=O)c2c(nc(Sc3n[nH]c(N)n3)n2Cc2ccccc2Cl)n(C)c1=O	-1	14	14	0	-11	-4	-3.2	6	-13
CCc1ccccc1NC(=O)c1ccc(OCc2c(C)noc2C)cc1	2	12	14	1	22	6	-2.1	20	-1
CCCn1c(=O)c2c(ncn2C)n(CCC)c1=O	-1	25	2	7	-2	4	1.5	12	12
COc1cc(C=C(c2nc3ccccc3s2)c2nc3ccccc3s2)ccc1O	1	17	38	-4	17	15	1.6	28	23
CCOC(=O)c1cc(-c2cccc([N+](=O)[O-])c2)n[nH]1	-2	-4	-5	-3	-16	6	0.3	0	-11
C/C(=N/NC(=O)C1CCCN1C(=O)c1ccc([N+](=O)[O-])cc1)c1ccc(Br)cc1 (stereo not given)	-2	16	4	6	-17	-2	0.0	16	-7
Cc1ccc(S(=O)(=O)NCCCn2ccnc2)cc1C(=O)NC(C)C	-1	-5	-6	1	-13	-3	3.5	8	-4
Cc1cnnn1-c1ccc([N+](=O)[O-])cc1	0	-1	-20	-2	-7	2	0.2	-9	2
Cc1ccc(N(CC(=O)N(C)Cc2ccccc2)S(C)(=O)=O)cc1C	0	7	7	-2	13	8	-1.0	9	4
CCOCCOC(=O)c1[nH]c2c(c1C)C(=O)CC(c1cccs1)C2 (stereo not given)	10	54*	10	-3	-11	-4	-1.3	16	-5
CC(C)CN(C(=O)COC(=O)Cn1cnc2ccccc2c1=O)C1CCS(=O)(=O)C1 (stereo not given)	1	21	17	5	-6	8	0.4	5	4
COc1ccccc1NC(=O)C(=O)NCCC1CCCCN1S(=O)(=O)c1cccs1 (stereo not given)	0	21	19	-4	3	14	0.2	15	0
CC(Sc1nncn1C)C(=O)Nc1ccc(Cl)cn1 (stereo not given)	-3	-3	-3	-2	-18	-13	1.4	2	-3
COCCNC(C)C(=O)C12CC3CC(CC(C3)C1)C2 (stereo not given)	-1	4	29	-2	1	9	-0.5	-4	-6
CCN(CC)S(=O)(=O)c1cc(Br)ccc1OC	0	22	5	3	10	8	-0.6	9	-6
O=C1CC(SC2=NCCS2)C(=O)N1c1ccc(Br)cc1 (stereo not given)	-4	-18	11	-1	-4	6	-0.6	21	-14
CN(C)S(=O)(=O)c1ccc(N2CCCC2)c(C(=O)NNC(=O)c2ccc(Br)cc2)c1	-1	-19	1	-6	11	25	2.3	13	-6
Cc1c(F)cccc1NC(=O)CCCCCC1NC(=O)NC1C (stereo not given)	-1	-12	11	-3	5	23	-0.6	8	0
COCCCn1c(-c2ccsc2)nc2c1c(=O)[nH]c(=O)n2Cc1ccccc1	1	10	18	-2	5	2	1.8	-3	12
CNc1ccccc1NC(=O)CCn1c(=S)oc2ccccc21	0	8	6	-4	-2	6	2.8	1	-5
CCC(=O)n1nc(-c2ccc(OC)cc2)nc1SC	2	9	-16	-5	15	3	1.1	10	-2
Cc1ccc(CNC(=O)CSc2ccc(-c3ccco3)nn2)cc1	-4	-3	-8	-1	1	-12	-1.4	7	2
CC(=O)c1ccc(NC(=O)CCc2nnc3ccc(N4CCCC4)nn23)cc1	5	-20	3	-3	-14	13	3.0	3	3
COc1ccc(CN2CCc3ccccc3C2)c(OC)c1	1	-3	3	-4	-8	5	0.4	-4	4
O=C(O)c1ccc(N2C(=O)CC(SC(=NCc3ccc4c(c3)OCO4)Nc3ccc(F)cc3)C2=O)cc1 (stereo not given)	-2	9	8	-5	12	-9	-0.6	12	0
CC(C)(C)OC(=O)N[C@@H](C(=O)OC(C)(C)C)c1ccc(Br)cc1	-2	13	20	-5	12	15	-0.7	38	3
CC(Oc1ccc(Cl)cc1)c1ccnn1S(C)(=O)=O (stereo not given)	-1	-16	-2	0	-3	-3	-1.6	11	2
COc1cc(/C=N\NC(=O)CNC(=O)c2cccc([N+](=O)[O-])c2)ccc1O	-2	27	6	-5	9	54*	-2.5	7	1
Cc1ccc(NC(=O)NC2(C(=O)NCc3ccccc3)CCCCC2)cc1	-2	0	-4	2	-3	9	-1.9	-5	1
CC(C)=CCC[C@](C)(O)C1CC[C@]2(C)C1[C@H](O)CC1[C@@]3(C)CC[C@H](O[C@@H]4O[C@H](CO)[C@@H](O)[C@H](O)[C@H]4O[C@@H]4O[C@H](CO)[C@@H](O)[C@H](O)[C@H]4O)C(C)(C)C3CC[C@]12C (stereo not given in full)	-1	-37	15	-2	-12	12	-2.7	39	0
CCOC(=O)c1sc2nc(C)nc(NCCc3ccccn3)c2c1C	-1	-4	19	-4	12	-11	0.7	21	0
O=C(Cc1ccc(F)cc1)Nc1ccc(S(=O)(=O)N2CCCCC2)cc1	-3	4	11	-4	3	-10	0.2	18	-12
Cc1ccc(S(=O)(=O)Nc2ccccc2C(=O)Nc2ccc(S(=O)(=O)Nc3nccc(C)n3)cc2)cc1	-1	-7	11	0	-15	7	0.0	6	-3
CCOC(=O)Cc1csc(NC(=O)c2ccc(OC)c(OC)c2)n1	2	11	10	5	-2	-10	-2.6	34	-10
CCCN1C2CCCC1CC(NC(=O)c1ccccc1OC)C2 (stereo not given)	-5	8	11	-3	-5	1	2.3	-16	13
COc1ccccc1-c1noc(CCC(=O)Nc2cccc(C(F)(F)F)c2)n1	-1	32	6	6	9	-16	-0.5	23	-1
COc1ccc(/C=C/C(=O)NCCc2c[nH]c3ccccc23)cc1OC	-2	11	1	-2	20	9	2.0	5	1
Cc1ccc(/C=C/C(=O)c2ccccc2)cc1	11	-27	24	-4	9	-6	4.4	7	-2
CCCNC(=O)C(Cc1cccc(C#N)c1)NC(=O)c1cccc([N+](=O)[O-])c1 (stereo not given)	-2	-20	2	-1	-15	6	2.5	7	4
Cn1ncc2c(Nc3cccc(C(=O)O)c3)ncnc21	-2	2	2	-3	-8	-1	0.0	9	3
S=C(Nc1ccc(Cl)cc1)NN1CCOCC1	-1	-6	2	1	-5	3	1.2	-11	-4
CCOC(=O)CSc1ncnc2c(C(=O)OCC)c3n(c12)CCC3	-3	12	15	-3	-11	20	0.6	5	4
COc1ccc(-c2cc3ccc(OCC(C)=O)cc3oc2=O)cc1OC	1	-17	4	0	-5	10	8.9	-11	-12

Next part.
SMILES	UPR XBP1 act	Mdm2 MdmX PPI	CCR6 antag	APJ ag	EBI2 block	APJ antagonist	CHOP UPR activ	tim23-1 inh	CXCR6 block
CC(OC(=O)Cn1[nH]c(=O)c2ccccc2c1=O)C(=O)Nc1ccc(Cl)cn1 (stereo not given)	0	11	2	-6	7	5	-1.7	-15	-6
O=C(NC1CCCc2c1cnn2-c1cc(F)cc(F)c1)c1ccccn1 (stereo not given)	-1	5	8	-1	15	0	1.4	31	3
CC(=O)N1CCc2cc(S(=O)(=O)NC(C(=O)NC3CCCc4ccccc43)C(C)C)ccc21 (stereo not given)	-3	0	-1	-2	7	-19	-0.1	0	3
N#CC(C#N)=Cc1c(N2CCN(c3ccccc3)CC2)nc2ccccn2c1=O	-2	11	10	-1	3	11	-0.2	-7	5
CCn1c(CC(=O)Nc2ccccc2)nnc1SCc1nc2ccccc2c(=O)[nH]1	-5	9	3	-3	8	0	-0.4	-1	3

These rows are one share of the data; rates above refer to the full screens.
